M1 ag parental = nonselective activator or artifact in parental CHO-K1 cells | Fluo-8 calcium fluorescence; scaled to maximal ATP response, vehicle zero | activation, % at 3 µM | 0.48% of 360,000 active | AID 602248; in the data active means activation above about 15%;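 further: untransfected CHO-K1 host cells lacking M1 receptor as counterscreen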
TAAR1 agonist = agonists of human TAAR1. Q96RJ0. CHO RD-HGA16 TAAR1, Fluo-8 calcium fluorescence; vehicle wells 0%, saturating PEA agonist 100%. activation, % at 3 µM. 0.99% of 360,000 active. AID 624467;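 active means activation above the mean activation of all test compounds in the run plus 3 SD, cut at about 38% in these data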
Target sequence (Q96RJ0 whole entry, looked up): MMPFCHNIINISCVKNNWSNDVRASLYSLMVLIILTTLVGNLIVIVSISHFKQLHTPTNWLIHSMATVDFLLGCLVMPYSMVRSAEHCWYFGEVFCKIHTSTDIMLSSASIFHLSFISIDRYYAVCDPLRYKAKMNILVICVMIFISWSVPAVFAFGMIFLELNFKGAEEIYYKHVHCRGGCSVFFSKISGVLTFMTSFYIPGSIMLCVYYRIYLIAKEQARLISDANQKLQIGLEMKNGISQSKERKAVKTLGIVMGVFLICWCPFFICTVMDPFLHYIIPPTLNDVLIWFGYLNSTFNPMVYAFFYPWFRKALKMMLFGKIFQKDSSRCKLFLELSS
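Assay system: CHO-derived RD-HGA16 cells with stable Gα16 and human TAAR1; timing: 17-24 h seeding, 75 min 37 °C dye, 30 min RT; read-out: % activation from peak over basal fluorescence ratio, DMSO-to-PEA scaled; measured by: kinetic Fluo-8 calcium fluorescence; benchmarks: low control DMSO, high control PEA (EC100); doses: 3 µM single concentration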
CHO-K1 Ca PAM = nonselective activator or artifact in parental CHO-K1 calcium assay; ATP EC20, Fluo-8 calcium fluorescence; 0% at ATP EC20, 100% at ATP max; activation, % at 3 µM; 0.02% of 360,000 active; AID 602247;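 active means activation above the run cutoff, the mean activation of all test compounds plus 3 SD, cut at about 40% in these data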;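 further: peak over basal fluorescence ratio in a 140 s read after ATP addition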
CHO-K1 Ca antag = nonselective inhibitor or artifact in parental CHO-K1 cells; 0.6% of 360,000 active; ATP-induced calcium, Fluo-8 fluorescence; inhibition, % at 3 µM;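 active means inhibition above a per-plate cutoff, the plate's mean sample inhibition plus 3 SD, cut at about 24% in these data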;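 further: 0% = DMSO plus EC80 ATP and 100% = DMSO alone without ATP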
CHO parental Ca = signal in parental CHO cells, OX1R antagonist counter-screen; parental CHO-K1, ATP-induced calcium, Fluo-8 fluorescence; inhibition, % at 5.6 µM; 0.63% of 330,000 active; AID 463079;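 active means inhibition above that plate's mean sample inhibition plus 3 SD, cut at about 26% in these data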;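 further: 0% = ATP-challenged DMSO wells and 100% = DMSO wells without ATP; some compounds past the cut are filed as inactive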
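Assay system – parental CHO cells · Reagent – ATP stimulus · Detection – intracellular calcium via Fluo-8 no-wash fluorescent dye · Evaluation – percent inhibition of ATP-evoked calcium rise, normalized to controls · Controls – ATP wells versus no-ATP DMSO wells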
V1R ag counter = activates human V1a receptor in oxytocin agonist counter-screen. 0.25% of 320,000 active. CHO-V1R cells, Fluo-8 calcium fluorescence, agonist mode; 0% DMSO, 100% 3 nM vasopressin. activation, % at 3 µM. AID 2797;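 active means activation above the mean activation of all tested compounds plus 3 SD, per screening run, cut at about 20% in these data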;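 further: signal is peak over basal fluorescence ratio across a 100 second FLIPR read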
Target sequence (P37288 whole entry, looked up): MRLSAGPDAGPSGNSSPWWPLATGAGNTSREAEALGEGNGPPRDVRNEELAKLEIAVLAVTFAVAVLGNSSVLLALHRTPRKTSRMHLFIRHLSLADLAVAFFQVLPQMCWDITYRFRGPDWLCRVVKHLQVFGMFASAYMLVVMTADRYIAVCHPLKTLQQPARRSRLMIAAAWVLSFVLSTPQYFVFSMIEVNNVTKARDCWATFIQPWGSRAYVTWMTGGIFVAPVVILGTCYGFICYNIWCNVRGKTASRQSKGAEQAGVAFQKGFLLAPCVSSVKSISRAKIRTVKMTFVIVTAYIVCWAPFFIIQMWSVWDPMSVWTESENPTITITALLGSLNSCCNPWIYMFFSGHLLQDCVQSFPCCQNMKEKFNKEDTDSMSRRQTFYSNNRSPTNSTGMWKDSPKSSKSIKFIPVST
TAAR1 antag = antagonists of human TAAR1; inhibition, % at 3 µM; 1.5% of 360,000 active; CHO RD-HGA16 TAAR1, Fluo-8 calcium fluorescence, antagonist;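 active means inhibition above a per-plate cutoff, the mean inhibition of test compounds on that plate plus 3 SD, cut at about 49% in these data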;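 further: 0% = DMSO plus EC80 beta-PEA response and 100% = DMSO alone without agonist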
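Material: CHO RD-HGA16 cells bearing hTAAR1; compound dosing: one-point dosing, 3 µM nominal final; schedule: dye loading 75 min at 37 °C, then 30 min room temperature; measured by: calcium fluorescence with Fluo-8; control set: vehicle and agonist controls; replication: n of 1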
OXTR potentiate = potentiates the human oxytocin receptor response | P30559 | CHO-OTR cells, Fluo-8 calcium fluorescence, potentiator mode; 0% = oxytocin EC15, 100% = EC100 | activation, % at 3 µM | 0.061% of 320,000 active;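 active means activation above that plate's cutoff, the mean activation of tested compounds plus 3 SD, cut at about 6.6% in these data, passing the limit was not always enough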;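 further: 100% uses oxytocin at 75 nM as the full agonist control; some results filed as inactive read as strong as hits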
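assay system = CHO-OTR cells, human receptor | schedule = compound 6 min at room temperature before oxytocin, 100 s read | detection = Fluo-8 intracellular calcium fluorescence, ex 470-495, em 515-575 nm | evaluation = normalized max/min fluorescence ratio, % activation | control set = EC15 oxytocin alone as 0%, 75 nM oxytocin (EC100) as 100%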
M1 ag = agonists of human M1 muscarinic receptor; P11229; CHO-K1 hM1, Fluo-8 calcium fluorescence, agonist mode; 0% DMSO, 100% acetylcholine EC100; activation, % at 3 µM; 0.33% of 360,000 active;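 active means activation above the run's mean compound activation plus 3 SD, cut at about 16% in these data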;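 further: peak over basal fluorescence ratio within a 140 s kinetic read after compound addition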
* = called active by the depositor; · = not tested or not shown.

smiles | M1 ag parental | TAAR1 agonist | CHO-K1 Ca PAM | CHO-K1 Ca antag | CHO parental Ca | V1R ag counter | TAAR1 antag | OXTR potentiate | M1 ag
CC(=O)c1cccc(NC(=O)c2ccc3ccccc3c2)c1 | 2.1 | 20 | 2 | -3 | -20 | 0.7 | 37 | -2 | -3
N#Cc1cc(Oc2ccc3ccccc3c2)c(-n2nnc3ccccc32)cc1C#N | 0.6 | 10 | 15 | -19 | -19 | 0.2 | 2 | -6 | -3
Cc1cc2c(nn1)CCc1c-2no[n+]1[O-] | 0.5 | -1 | -2 | -1 | 6 | -0.2 | -8 | 5 | -3
CCCOC(=O)c1ccc(NC(=O)c2ccc(Br)o2)cc1 | 0.7 | 7 | -9 | 6 | -14 | 0.9 | 23 | -3 | -8
O=C(N/N=C/c1ccc2c(c1)OCO2)C1COc2ccccc2O1 (centres undefined) | 1.2 | 16 | 19 | -4 | 0 | 0.5 | -5 | 2 | -3
CCC(=O)Nc1sc(Cc2ccccc2)c(C)c1C(N)=O | 0.3 | 16 | -14 | 8 | -15 | 1.1 | -20 | -6 | 2
CC(Sc1nc(N)c(NC(=O)c2ccc(Br)o2)c(=O)[nH]1)C(=O)O (centres undefined) | 7.2 | 1 | -9 | 7 | 10 | 0.6 | 1 | -1 | 3
O=C1N=c2ccccc2=C1c1sc(=S)n(Cc2ccccc2Cl)c1O | 0.3 | 5 | -3 | -5 | -6 | -0.6 | -10 | -8 | -3
Clc1ccc(CSc2nnc(-c3ccncc3)s2)cc1 | 8.8 | 6 | 11 | 0 | -18 | 0.7 | -11 | -2 | -6
C/C(Cn1ncc(N2CCOCC2)c(Cl)c1=O)=N\O | 0.8 | 0 | 9 | -7 | -3 | -0.7 | -13 | 3 | -4
CCCCN(CC)CCCNC(=O)CC1Nc2ccccc2NC1=O (centres undefined) | 1.0 | · | 1 | 10 | -1 | 0.7 | · | -3 | -4
O=C(COC(=O)CC1CC2CCC1C2)Nc1ccc(Cl)c(S(=O)(=O)N2CCOCC2)c1 (centres undefined) | 8.3 | 5 | 9 | -16 | -10 | 8.5 | 29 | -11 | 2
CSc1nc2sc3c(c2c(=O)[nH]1)CCC3 | -0.4 | 1 | 3 | 5 | -18 | -1.2 | -12 | 5 | -13
C#CCOC(=O)Nc1cc(C)n(-c2ccccc2)n1 | 0.4 | 8 | -5 | 4 | -1 | 0.1 | -23 | -5 | 0
Cc1ccccc1NS(=O)(=O)c1ccc(C(=O)N2CCCCCC2)cc1 | 4.2 | 21 | -19 | 9 | 2 | 6.4 | -4 | -13 | 4

The final 2 entries of the part above open the next one:
smiles | M1 ag parental | TAAR1 agonist | CHO-K1 Ca PAM | CHO-K1 Ca antag | CHO parental Ca | V1R ag counter | TAAR1 antag | OXTR potentiate | M1 ag
C#CCOC(=O)Nc1cc(C)n(-c2ccccc2)n1 | 0.4 | 8 | -5 | 4 | -1 | 0.1 | -23 | -5 | 0
Cc1ccccc1NS(=O)(=O)c1ccc(C(=O)N2CCCCCC2)cc1 | 4.2 | 21 | -19 | 9 | 2 | 6.4 | -4 | -13 | 4
Cc1ccc(NC(=S)N2CCN(C)CC2)c(C)c1 | 0.5 | 8 | 21 | -6 | 3 | -0.1 | -2 | -5 | -4
CC(C)Oc1cccc(C(=O)C2CCCN(S(C)(=O)=O)C2)c1 (centres undefined) | 0.8 | 3 | 6 | -20 | -8 | 0.0 | -7 | -11 | -6
Cc1ccc2c(c1)Oc1ccccc1C=C2C(=O)O | 0.3 | 1 | 21 | -6 | -23 | -0.3 | -19 | -5 | -4
CN1CCC[C@@H]1CCNC(=O)c1c(-c2ccc3c(c2)OCO3)noc1-c1ccsc1 | -0.3 | 4 | -14 | 5 | -5 | 1.7 | -5 | -4 | -8
C(=N\Nc1nn[nH]n1)/c1ccccc1 | -0.1 | 2 | 13 | -8 | -5 | 0.5 | -5 | 3 | -5
O=C1CC(c2ccccc2)CC(O)=C1C=NCc1ccncc1 (centres undefined) | 0.5 | 12 | 2 | -6 | 2 | 0.5 | -7 | -12 | -14
COc1cccc(-n2cc(C(=O)NCCCOC(C)C)c3ccccc3c2=O)c1 | 1.4 | 1 | 23 | -9 | -14 | 1.4 | 3 | -7 | -1
C1CN(c2nc3nonc3nc2N2CCSCC2)CCO1 | 1.0 | 4 | 20 | -6 | -18 | 5.8 | -13 | -3 | -5
O=C1c2cccc3cccc(c23)C(=O)N1Cc1cccnc1 | -0.6 | 2 | -22 | 13 | -22 | -0.4 | -51 | 1 | -4
O=C(CSc1nnnn1-c1ccc(F)cc1)NC1CCCCC1 | 0.0 | 5 | -3 | -4 | -21 | -0.1 | -15 | -8 | -2
COc1cccc(C(=O)N(C)Cc2c(C)nn(C3CCS(=O)(=O)C3)c2C)c1 (centres undefined) | -0.3 | 0 | -14 | 7 | -5 | 2.0 | -1 | -2 | 0
CCOCC(=O)N1CCCC(C(=O)OCC)C1 (centres undefined) | -0.1 | 14 | 5 | 3 | 13 | 1.2 | -5 | -6 | 0
CCOc1ccccc1NCN1C(=O)c2ccccc2C1=O | 0.7 | 2 | 17 | -5 | · | · | -7 | · | -2
O=C1[C@H](Cc2ccccc2)NCC=CC[C@@H](c2ccc(Cl)cc2)N1Cc1ccccc1 | 0.1 | 16 | 12 | -4 | · | · | -14 | · | 2
O=C(COC(=O)c1cnccn1)Nc1ccccc1-c1ccccc1 | -0.1 | -1 | 7 | -11 | -9 | -0.6 | 7 | -4 | -2

3 successive records already listed, quoted:
smiles | M1 ag parental | TAAR1 agonist | CHO-K1 Ca PAM | CHO-K1 Ca antag | CHO parental Ca | V1R ag counter | TAAR1 antag | OXTR potentiate | M1 ag
Cc1ccc(NC(=S)N2CCN(C)CC2)c(C)c1 | 0.5 | 8 | 21 | -6 | 3 | -0.1 | -2 | -5 | -4
CC(C)Oc1cccc(C(=O)C2CCCN(S(C)(=O)=O)C2)c1 (centres undefined) | 0.8 | 3 | 6 | -20 | -8 | 0.0 | -7 | -11 | -6
Cc1ccc2c(c1)Oc1ccccc1C=C2C(=O)O | 0.3 | 1 | 21 | -6 | -23 | -0.3 | -19 | -5 | -4

Whole records as entered above.
`O=C(CSc1nnnn1-c1ccc(F)cc1)NC1CCCCC1` is listed with M1 ag parental = 0.0; TAAR1 agonist = 5; CHO-K1 Ca PAM = -3; CHO-K1 Ca antag = -4; CHO parental Ca = -21; V1R ag counter = -0.1; TAAR1 antag = -15; OXTR potentiate = -8; M1 ag = -2
`COc1cccc(-n2cc(C(=O)NCCCOC(C)C)c3ccccc3c2=O)c1` is listed with M1 ag parental = 1.4; TAAR1 agonist = 1; CHO-K1 Ca PAM = 23; CHO-K1 Ca antag = -9; CHO parental Ca = -14; V1R ag counter = 1.4; TAAR1 antag = 3; OXTR potentiate = -7; M1 ag = -1
`O=C1[C@H](Cc2ccccc2)NCC=CC[C@@H](c2ccc(Cl)cc2)N1Cc1ccccc1` is listed with M1 ag parental = 0.1; TAAR1 agonist = 16; CHO-K1 Ca PAM = 12; CHO-K1 Ca antag = -4; CHO parental Ca = ·; V1R ag counter = ·; TAAR1 antag = -14; OXTR potentiate = ·; M1 ag = 2

(list continues)
smiles | M1 ag parental | TAAR1 agonist | CHO-K1 Ca PAM | CHO-K1 Ca antag | CHO parental Ca | V1R ag counter | TAAR1 antag | OXTR potentiate | M1 ag
Cc1sc(NC(=O)c2cccnc2)nc1-c1ccccc1 | 3.0 | 11 | 11 | -10 | -15 | 0.4 | -5 | -8 | -4
O=C(Cc1ccccc1)NCC(=O)Nc1ccc(OC(F)(F)F)cc1 | 1.3 | 0 | 5 | -15 | -9 | 0.8 | -10 | -5 | -1
O=C(C[n+]1cccc(CNC(=O)c2ccc(OC(F)F)cc2)c1)Nc1ccccc1Cl | -0.3 | 2 | 12 | 1 | -19 | 1.0 | -9 | -5 | -3
Cc1cccc(N(C)c2cc(C)nc3nc(C)nn23)c1 | 0.8 | 2 | 10 | 1 | -6 | 1.2 | -8 | 1 | -2
O=C(CN1CCCCCCC1)Nc1ccc(Cl)cc1Cl | -0.8 | -2 | -2 | 1 | -6 | 0.1 | -13 | 0 | 1
O=C(COc1ccc(/C=N/NC(=O)c2ccncc2)cc1)Nc1ccccc1 | 1.9 | 10 | -2 | -4 | -1 | 0.6 | 5 | 2 | -3
C=CC[C@@H](CC(=O)NCCO)C(=O)N[C@@H](COC(=O)[C@@H](CC=C)CC(=O)OC(C)(C)C)Cc1ccccc1 | 1.6 | 16 | 8 | -11 | -14 | -0.3 | 9 | -5 | 0
CCOc1ccc(NC(=O)N2CCC(NC(=O)c3ccco3)CC2)cc1 | 3.0 | 8 | 15 | 1 | 5 | -0.6 | 4 | -14 | -3
Cc1c(CCC(=O)O)c(=O)oc2c(C)c3occ(-c4ccc(Br)cc4)c3cc12 | 0.5 | 16 | 12 | -12 | · | · | 13 | · | -1
CCOC(=O)c1ccc(NC(=S)NCc2cccnc2)cc1 | 4.8 | 1 | 14 | -12 | -2 | 3.3 | -6 | -19 | -4
CC1=C(C(=O)N(C)C)CC(CC(=O)NC2CC2)C(=O)N1Cc1ccccc1 (centres undefined) | 0.1 | 6 | -10 | 4 | · | · | -13 | · | -1
CC(C)(C#N)Nn1cnnc1 | 0.7 | 15 | 22 | -3 | -10 | 1.0 | -3 | -11 | -2
CCCCc1nnc(NC(=O)CN2C(=O)NC3(CCCCC3)C2=O)s1 | 0.2 | 1 | -1 | 2 | -15 | 0.8 | -10 | -7 | -2
COc1ccc(NC(=O)CN(C)CC(=O)NCCc2ccc(F)cc2)cc1 | 0.1 | 5 | -11 | 5 | · | · | 2 | · | -1
N#Cc1ccc(N[C@@H]2CCN3C(=O)c4ccccc4[C@@H]3C[C@H]2O)cc1 | 1.7 | 5 | 0 | -3 | -8 | · | 19 | · | 7

Bioassay records as filed in PubChem.
